# PLC-beta3 inh: human PLC-beta3 inhibitors, primary screen, biochemical, fluorescence; 1-phosphatidylinositol 4,5-bisphosphate phosphodiesterase beta-3 (Homo sapiens), Q01970; Purified PLC-beta3, fluorogenic substrate; inhibition, % at 12.2 µM; 0.18% of 370,000 active; in the data active = inhibition above about 11%;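 note: 0% = median of compound wells on plate and 100% = full blocker control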
# DDE Tn7 FP inh: inhibitors of Tn7 peptide binding to fibrin DD(E), primary screen, biochemical, fluorescence polarization, human fibrin, Tn7 probe; Fibrinogen beta chain (Homo sapiens), P02675; 0.13% of 370,000 active; AID 720508, 2013; inhibition, % at 8.3 µM; FP displacement of FITC-Tn7 peptide from fibrin DD(E); 0% = median of compound wells per plate;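 active = inhibition above the mean of compounds falling within the control limits plus 3 SD of them, cut at about 14% in these data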;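 note: 0% = plate median of compound wells and 100% = 10 µM Aha-Tn7 peptide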
#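 Assay system: human fibrin DD(E) protein / Input: 2 µM fibrin DD(E) / Benchmarks: high control of 10 µM Aha-Tn7 peptide / Measured by: fluorescence polarization of the labelled Tn7 tracer / Medium: Tris buffer with calcium and detergent, pH 7.8 / Timing: 10 min compound pre-incubation, 3 h probe incubation at room temperature / Repeats: one replicate per compound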
# PLC-gamma1 inh: PLC-gamma1 enzyme inhibitors, primary screen, biochemical, fluorescence, purified enzyme. 1-phosphatidylinositol 4,5-bisphosphate phosphodiesterase gamma-1 (Homo sapiens), P19174. 0.84% of 370,000 active. inhibition, % at 12.2 µM. AID 720700, 2013. fluorogenic substrate; in the data active = inhibition above about 9.5%
# Target sequence (P19174 whole entry, looked up): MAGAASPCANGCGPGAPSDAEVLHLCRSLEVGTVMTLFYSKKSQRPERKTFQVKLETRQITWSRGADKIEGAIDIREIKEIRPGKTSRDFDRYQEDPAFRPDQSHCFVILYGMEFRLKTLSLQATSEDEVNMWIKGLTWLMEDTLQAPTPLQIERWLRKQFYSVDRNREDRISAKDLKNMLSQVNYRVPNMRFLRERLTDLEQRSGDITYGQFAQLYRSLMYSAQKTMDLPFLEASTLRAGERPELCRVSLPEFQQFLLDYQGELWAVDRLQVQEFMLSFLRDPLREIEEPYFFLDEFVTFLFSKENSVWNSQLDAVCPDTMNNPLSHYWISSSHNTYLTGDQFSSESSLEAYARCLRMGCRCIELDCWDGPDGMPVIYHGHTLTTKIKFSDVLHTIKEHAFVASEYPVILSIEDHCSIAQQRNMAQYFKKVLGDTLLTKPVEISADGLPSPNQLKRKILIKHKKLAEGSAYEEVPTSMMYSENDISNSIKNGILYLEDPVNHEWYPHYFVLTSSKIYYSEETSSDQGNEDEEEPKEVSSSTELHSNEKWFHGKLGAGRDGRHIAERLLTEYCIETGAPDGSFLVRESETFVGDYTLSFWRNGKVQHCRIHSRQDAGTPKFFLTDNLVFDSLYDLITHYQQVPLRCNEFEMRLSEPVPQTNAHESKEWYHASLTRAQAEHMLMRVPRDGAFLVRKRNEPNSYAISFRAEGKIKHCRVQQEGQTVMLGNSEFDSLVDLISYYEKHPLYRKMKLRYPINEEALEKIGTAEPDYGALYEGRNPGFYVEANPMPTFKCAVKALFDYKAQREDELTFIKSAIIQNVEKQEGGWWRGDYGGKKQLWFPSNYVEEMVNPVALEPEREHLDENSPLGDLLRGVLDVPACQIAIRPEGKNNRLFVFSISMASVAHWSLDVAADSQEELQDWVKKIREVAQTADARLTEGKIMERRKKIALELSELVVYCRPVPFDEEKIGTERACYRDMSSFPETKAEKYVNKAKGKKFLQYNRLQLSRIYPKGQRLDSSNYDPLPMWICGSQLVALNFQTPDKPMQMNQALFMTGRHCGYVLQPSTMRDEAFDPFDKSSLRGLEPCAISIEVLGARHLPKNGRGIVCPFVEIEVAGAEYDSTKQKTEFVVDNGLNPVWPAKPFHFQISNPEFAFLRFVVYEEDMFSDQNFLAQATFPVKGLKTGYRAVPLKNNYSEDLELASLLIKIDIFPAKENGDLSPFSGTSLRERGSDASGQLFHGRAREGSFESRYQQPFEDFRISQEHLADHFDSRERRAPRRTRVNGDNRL
# Tn6 DDE FP: inhibitors of Tn6 peptide binding to fibrin DD(E), primary screen, biochemical, fluorescence polarization, human fibrin, Tn6 probe | Fibrinogen beta chain (Homo sapiens), P02675 | Fibrin DD(E) TRITC-Tn6 fluorescence polarization displacement | inhibition, % at 8.3 µM | 0.21% of 370,000 active | AID 720509, 2013;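 active = inhibition above a per-campaign cutoff: mean of compounds within control limits plus 3 SD, cut at about 15% in these data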;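 note: 0% = median of all compound wells on the plate and 100% = blocking peptide control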
# ASAP1 inh: inhibitors of human ASAP1 ArfGAP activity, primary screen, biochemical, fluorescence polarization. ASAP1-stimulated ARF1 GTP hydrolysis, GDP FP detection. inhibition, % at 16.5 µM. 0.19% of 360,000 active; in the data active = inhibition above about 25%;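 note: 0% = vehicle with enzyme and substrate and 100% = no enzyme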
# ADAM17 inh: ADAM17 inhibitors, primary screen, biochemical, QFRET. recombinant ADAM17, EDANS/DABCYL FRET peptide cleavage. inhibition, % at 6.95 µM. 0.83% of 370,000 active;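 active = inhibition above the mean of compounds lying between control limits plus 3 SD, set per campaign, cut at about 8.5% in these data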;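 note: 0% = DMSO-only wells as the low control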
# SIAE primary: human SIAE inhibitors, primary screen, biochemical, fluorescence polarization, FP-Rh probe, 1536-well HTS; Sialate O-acetylesterase (Homo sapiens), Q9HAT2; SIAE FP-Rh probe binding; inhibition, % at 9.66 µM; 0.69% of 370,000 active; AID 1053197, 2014;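 active = inhibition above a cutoff: mean of compounds within the control limits plus 3 SD of those, cut at about 17% in these data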;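 note: 0% = plate median of compound wells and 100% = probe without SIAE protein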
# TDP2 inh: human TDP2 enzyme inhibitors, primary screen, biochemical, epi absorbance, recombinant enzyme | Tyrosyl-DNA phosphodiesterase 2 (Homo sapiens), O95551 | T5PNP hydrolysis, p-nitrophenol absorbance 415 nm | inhibition, % at 12.8 µM | 0.34% of 370,000 active | AID 720702, 2013;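 active = inhibition above the mean of all tested compounds plus 3 SD, set per campaign, cut at about 25% in these data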;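 note: 0% = DMSO with enzyme and 100% = buffer with substrate but no TDP2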
#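 Read-out basis: percent inhibition. System: recombinant human TDP2. Buffer or medium: Mg2+-containing Tris-HCl buffer, pH 7.5. Repeats: single replicate. Timing: reaction 2 h, 37 °C. Benchmarks: high control without enzyme, low control DMSO plus TDP2. Probe or stimulus: 5 mM T5PNP. Doses: 12.8 µM only. Measured by: epi absorbance of p-nitrophenol freed from T5PNP by hydrolysis.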
# ADAM10 inh: human ADAM10 inhibitors, primary screen, biochemical, QFRET, HTS | Disintegrin and metalloproteinase domain-containing protein 10 (Homo sapiens), O14672 | recombinant ADAM10, EDANS/DABCYL FRET peptide cleavage, 3 h | inhibition, % at 7 µM | 0.62% of 370,000 active | AID 720582, 2013;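 active = inhibition above a per-campaign cutoff equal to the mean of compounds falling between control-based bounds plus 3 SD, cut at about 20% in these data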;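 note: 0% = DMSO wells while the 100% control is not disclosed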
# ARFGAP1 inhibitor: inhibitors of rat ARFGAP1 GAP activity, primary screen, biochemical, fluorescence polarization, GDP tracer | Arfgap1-stimulated ARF1 GTP hydrolysis, GDP FP detection | 0.26% of 360,000 active | inhibition, % at 16.5 µM;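 active = inhibition above a per-plate limit, mean inhibition of low control wells plus 3 SD, cut at about 25% in these data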;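 note: 0% = DMSO wells with enzyme and 100% = wells lacking Arfgap1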
#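 material = rat Arfgap1 catalytic domain, aa 1-136 | also added = human ARF1(Δ1-17)-GTP substrate | compound dosing = one concentration, 16.5 µM, DMSO 1.26% | times = GTP hydrolysis reaction 2 h at 25 °C | measured by = FP, GDP Alexa 633 tracer displaced from anti-GDP antibody, 620/688 nm | evaluation = percent inhibition of Arfgap1-stimulated GTP hydrolysis | replication = single well per compound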
# * marks the source's active call; other numbers are inactive results; i = inactive; . = not tested or not shown.
SMILES,PLC-beta3 inh,DDE Tn7 FP inh,PLC-gamma1 inh,Tn6 DDE FP,ASAP1 inh,ADAM17 inh,SIAE primary,TDP2 inh,ADAM10 inh,ARFGAP1 inhibitor
COC(=O)c1scc(C)c1NC(=O)/C=C/C(=O)O,-3,3,2,5,-11,2,3,9,4,-10
Cc1cccc(NC(=O)CCNC(=O)c2ccco2)c1C,-5,-1,1,1,-11,-3,-2,7,-8,0
COc1ccc(C)cc1S(=O)(=O)N1CCN(c2cccc(C(F)(F)F)c2)CC1,-1,0,2,-4,-5,2,5,3,16,8
CN(C)c1ccc(-c2ccnc3c2CC(C)(C(=O)Nc2cccc(C(F)(F)F)c2)O3)cc1 (stereo not given),-80,5,-41,1,-9,-66,0,6,-213,6
Fc1cccc(Cl)c1CNc1ccc(N2CCCC2)cc1,-104,2,-107,20*,-11,-5,11,7,-13,-7
CCOc1ccccc1N1C(=O)CN(Cc2ccc(OC)c(OC)c2)C1=S,-2,6,4,-6,9,-3,1,16,0,-19
CCOc1ccc(NC(=O)CSc2nnc(Cc3csc(C)n3)o2)cc1,-4,-3,2,-11,-7,-5,0,-2,9,-2
COCCNC(=S)N(CCO)Cc1cc2cc3c(cc2[nH]c1=O)OCCO3,-45,-4,-32,1,2,-107,3,10,-275,-3
O=C(CN1CCOc2ccccc21)NCc1ccccc1,-2,-1,1,3,8,-1,6,-4,-21,-2
COc1ccccc1NC(=O)c1ccc(NS(=O)(=O)c2c(C)noc2C)cc1,-1,1,-1,7,1,-3,8,1,-2,-5
Cc1ccc2c(CN3C(=O)NC4(CCCCC4)C3=O)cc(=O)oc2c1C,-3,-2,-2,-2,-7,-7,-5,-1,-9,-6
CCOC(=O)N1CCC(Nc2c(-c3ccc(C)cc3)c(=O)c2=O)CC1,4,3,5,1,-3,-3,2,-3,4,-4

# Entries above printed as active in Tn6 DDE FP:
SMILES,PLC-beta3 inh,DDE Tn7 FP inh,PLC-gamma1 inh,Tn6 DDE FP,ASAP1 inh,ADAM17 inh,SIAE primary,TDP2 inh,ADAM10 inh,ARFGAP1 inhibitor
Fc1cccc(Cl)c1CNc1ccc(N2CCCC2)cc1,-104,2,-107,20*,-11,-5,11,7,-13,-7

# Further records
SMILES,PLC-beta3 inh,DDE Tn7 FP inh,PLC-gamma1 inh,Tn6 DDE FP,ASAP1 inh,ADAM17 inh,SIAE primary,TDP2 inh,ADAM10 inh,ARFGAP1 inhibitor
CC(O)(CS(=O)(=O)Cc1cccc(C(F)(F)F)c1)C(=O)Nc1cccc(C(F)(F)F)c1 (stereo not given),-1,-3,2,-4,-8,3,-4,-4,2,2
CCCCNC(=O)C1(C)CCN1C(=O)c1csnn1 (stereo not given),1,-1,0,-10,-7,-3,6,0,-6,6
CC(C)C1CC(CCNCc2ccc(N(C)C)cc2)(c2ccccc2)CCO1 (stereo not given),7,0,8,3,3,-1,6,-14,-1,3
COc1ccc(-c2ccc(-c3cc(=O)oc4cc(OC)c(OC)c(OC)c34)cc2)cc1OC,-41,0,-28,6,9,-5,3,5,-19,15
CC(C)C(=O)N1CCC1(C)C(=O)Nc1ccccc1OC(F)F (stereo not given),1,-5,5,-6,13,-3,2,-6,-17,6
Cc1nc2c(sc3nc4c(cc32)COC(C)(C)C4)c(=O)o1,-19,-4,-11,5,8,-3,0,7,-7,-1
CCOC(=O)C(=O)Cc1nc2ccccc2s1,-62,-5,-38,-6,-13,-28,-1,-3,-102,-5
O=C(Nc1c2c(nn1-c1ccc(Cl)cc1)CS(=O)(=O)C2)c1ccc2c(c1)OCO2,2,-5,4,-2,1,7,-1,-4,-1,1
COc1ccc(S(=O)(=O)NC(CC(=O)N2CCc3ccccc32)c2ccco2)cc1 (stereo not given),2,2,1,7,8,2,-5,2,0,4
COc1ccccc1CC(=O)Nc1ccccc1C(=O)O,1,5,0,5,2,-5,3,-3,5,-4
O=C1/C(=C/c2cccnc2)CC/C1=C\c1cccnc1,-9,0,-1,-4,-11,0,-6,-4,-14,8
O=C(O)CCc1ccc(S(=O)(=O)NCCc2ccccc2)cc1,6,-3,-2,-6,5,-4,-2,8,-1,3
CCOC(=O)CCc1c(C)c2ccc(OCc3nn[nH]n3)cc2oc1=O,-180,3,-142,3,-14,-262,-9,-5,i,-2
CC(=O)c1ccc(NC(=O)c2ccc3c(=O)n4c(nc3c2)CCCCC4)cc1,-4,2,-2,1,13,1,-19,10,-3,4
CN(CC(=O)Nc1ccccc1Cl)CC(=O)Nc1ccccc1[N+](=O)[O-],1,9,0,4,-9,-4,1,-10,3,1
COc1ccc(N2CCN(c3nc(Cl)nc(N4CCOCC4)n3)CC2)cc1,0,-7,1,-4,17,-4,-2,-4,-2,6
CCCNc1nc(C)cc(-c2cc(C(=O)Nc3ccccc3)on2)n1,-11,0,-7,1,-3,-1,3,-6,-4,-5
Cc1cc(=O)[nH]c(SCC(=O)Nc2ccc3c(c2)CCC3)c1C#N,-15,5,-1,-1,-6,4,2,5,-14,-6
CNc1nc(Nc2ccc(C)cc2C)c2sccc2n1,-10,0,-8,7,-4,-2,2,4,2,-2
COc1cccc(CC(=O)OCC(=O)c2cc(OC)ccc2OC)c1,-33,1,-18,-4,9,-2,8,7,-15,13
Cc1nnc(NC(=O)CSc2nnc(CNC(=O)c3ccc(F)cc3)o2)s1,-3,-8,2,-1,-2,-2,9,-2,-2,-2
COC(=O)c1nc(-c2ccccc2)oc1N(C)C,-44,7,-29,4,3,-229,9,-7,i,-7
COc1cc2[nH]c3c(=O)n(N)c(=O)[nH]c3c2cc1OC,-138,-2,-103,1,6,-90,2,18,-221,9
CC1Cc2cc(/C(O)=C3/C(=O)C(=O)N(CCCn4ccnc4)C3c3ccc(Br)cc3)ccc2O1 (stereo not given),-7,1,-1,5,-8,4,5,8,3,0
COc1cccc(Nc2nnc(Cc3cccnc3)c3ccccc23)c1,-40,-2,-22,-8,-1,-4,-1,10,-7,6
Cn1cccc1CC(=O)N/N=C/c1ccc(C(C)(C)C)cc1,7,-6,2,3,3,-5,0,-25,5,-4
Fc1ccc(-c2csc3ncnc(N4CCN(c5ccccc5)CC4)c23)cc1,-7,-1,0,3,5,2,10,3,1,5
O=S(=O)(c1ccc(-c2nc3ccccc3s2)cc1)N1CCCC1,0,-1,2,-4,17,0,-5,-9,-3,4
COC(=O)C1CN(Cc2ccc(F)cc2)CCS(=O)(=O)N1Cc1cn(Cc2ccccc2)nn1 (stereo not given),1,-2,3,-5,.,-1,-2,1,1,.
CC(C)Oc1cc(C(=O)NC2CCCCC2)c2ccccc2n1,-8,2,-2,5,-1,-4,1,9,-18,2
COc1ccc(/C=C/c2c(-c3cccc(C)c3)oc3ccc(-c4ccc5c(c4)OCO5)cc23)cc1,-10,-8,-7,-1,8,-5,-3,-13,0,-7
COc1ccc(CNC(=O)CN(C(=O)c2cc3sccc3n2C)C2CCCC2)cc1,2,1,2,4,10,-1,3,-3,-3,5
COc1ccc(CCNC(=O)CSc2nc(O)cc(=O)[nH]2)cc1OC,-5,9,-1,2,-8,-5,3,-6,-4,-7
CC(Oc1ccc(Br)cc1)c1nc2c3ccccc3nc(=S)n2[nH]1 (stereo not given),-6,-7,1,1,0,-2,6,-7,6,0
Cc1ccc(C(=O)NCCN2CCNC2=O)cc1,-2,-6,-1,2,-1,-1,1,8,-1,6
CCOC(=O)CN1CC23C=CC(O2)C(C(=O)NCc2ccc(F)cc2)C3C1=O (stereo not given),7,4,2,-1,2,2,1,-3,10,-5
CCc1ccc(NC(=O)c2onc(C)c2Cl)cc1,3,-9,6,-1,-2,3,-9,-3,11,3
O=C(CNS(=O)(=O)c1cccc2nsnc12)NC1CCCCC1,1,-5,2,1,-2,-4,-3,-1,-6,1
COCCCNC(=O)c1cc(C(=O)c2ccccc2Br)c[nH]1,-9,0,-2,1,4,-8,-2,4,-3,0
CC(=O)Nc1nc(Cn2nnc(-c3ccc4c(c3)OCO4)n2)nc(N(C)C)n1,8,7,6,-2,14,0,12,2,14,-10
O=C(NC1CCCC1)c1cc(-c2ccc(Cl)c(Cl)c2)on1,0,-4,3,2,7,0,-4,-5,-8,6
O=C(COC(=O)c1cc([N+](=O)[O-])ccc1N1CCOCC1)Nc1cc(F)ccc1F,-9,8,2,-1,-14,-5,3,1,-1,1
NCCCCCc1nnc(SCc2ccc(Cl)c(Cl)c2)o1,2,-2,5,4,5,-1,2,2,4,10
COc1ccccc1C(=O)CSc1ccccn1,-2,5,-2,10,-1,0,0,-9,-5,-3
COc1cc(OC)c(N(C)S(=O)(=O)c2cccc(C(=O)OCC(=O)N(C)Cc3ccccc3)c2)cc1Cl,-4,2,0,1,-4,-2,-1,-2,-11,5
CS(=O)(=O)c1ccc(C(=O)Nc2cccc(-c3nc4ccccc4[nH]3)c2)cc1,1,-9,8,-3,11,9.2*,-25,-8,6,8
CN(C(=O)c1ccccc1)c1ccc(OCC(=O)NC2CCS(=O)(=O)C2)cc1 (stereo not given),2,3,-1,-6,0,3,16,-15,-5,7
COc1ccc(N2CCN(C(=O)CNS(=O)(=O)c3ccc(Br)s3)CC2)cc1,-9,3,-2,4,3,0,-1,-11,-2,5
CCOc1ccc(OCCC(=O)N(CC)CC(=O)NCc2ccc(Cl)cc2)cc1,2,3,3,7,-23,-5,2,9,-7,-5
O=C1CSC(=Nc2ccccc2[N+](=O)[O-])N1,3,0,0,3,4,3,1,-4,-4,6
Cc1cc(C)cc(-n2c(C)cc(/C=N/NC(=O)c3ccncc3)c2C)c1,-13,2,-10,-3,-1,-5,-2,-3,-3,5

# Screens: PubChem BioAssay, The Scripps Research Institute Molecular Screening Center
